EPAC2 antag = antagonists of human EPAC2; AID 720708; Potency, µM (titrated, usually from 114 µM), inactives show at the highest dose activity, negative = inhibition, most hits filed as inhibitors; Q8WZA2; EPAC2 GEF exchange of Rap1B-BODIPY-GDP, fluorescence; 0.18% of 360,000 active; also: % is scaled to controls: 0 for no effect and ±100 for the full control effect; nearly all actives have a fitted effect of over 45% in size; many of its hits are not listed in these tables
Target sequence (Q8WZA2 whole entry, looked up): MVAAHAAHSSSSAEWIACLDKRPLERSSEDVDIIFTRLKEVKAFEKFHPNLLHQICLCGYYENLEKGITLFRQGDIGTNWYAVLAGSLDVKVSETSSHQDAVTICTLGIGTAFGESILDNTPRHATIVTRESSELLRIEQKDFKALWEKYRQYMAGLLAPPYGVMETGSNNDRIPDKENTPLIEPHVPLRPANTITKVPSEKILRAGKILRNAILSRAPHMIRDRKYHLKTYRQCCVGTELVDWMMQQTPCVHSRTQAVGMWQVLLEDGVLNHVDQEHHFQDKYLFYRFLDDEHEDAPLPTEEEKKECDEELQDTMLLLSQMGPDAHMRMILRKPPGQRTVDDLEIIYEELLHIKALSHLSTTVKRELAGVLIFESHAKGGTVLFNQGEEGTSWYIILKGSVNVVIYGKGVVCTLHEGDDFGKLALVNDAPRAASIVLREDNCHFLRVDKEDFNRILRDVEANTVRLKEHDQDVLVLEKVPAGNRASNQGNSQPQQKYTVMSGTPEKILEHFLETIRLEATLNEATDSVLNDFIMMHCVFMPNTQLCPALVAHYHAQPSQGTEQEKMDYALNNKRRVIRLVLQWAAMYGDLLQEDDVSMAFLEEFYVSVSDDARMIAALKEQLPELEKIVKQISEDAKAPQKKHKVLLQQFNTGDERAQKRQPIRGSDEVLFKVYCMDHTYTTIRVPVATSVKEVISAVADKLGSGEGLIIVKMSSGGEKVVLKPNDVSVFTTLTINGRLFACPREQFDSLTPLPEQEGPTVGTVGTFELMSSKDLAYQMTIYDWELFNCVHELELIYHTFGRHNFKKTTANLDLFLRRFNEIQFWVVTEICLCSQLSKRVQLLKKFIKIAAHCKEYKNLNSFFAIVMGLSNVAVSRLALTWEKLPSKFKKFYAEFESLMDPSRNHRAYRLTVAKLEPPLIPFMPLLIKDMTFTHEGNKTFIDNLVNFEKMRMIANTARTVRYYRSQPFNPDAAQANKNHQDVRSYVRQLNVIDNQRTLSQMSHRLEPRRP
MCF10A rereplic = induces DNA re-replication in MCF 10a normal breast cells; MCF 10A DNA re-replication, Hoechst nuclear intensity, 48 h; Potency, µM (doses to about 46.1 µM), inactives show at the highest dose activity, positive = re-replication, hits mostly activators; 2.9% of 350,000 active; also: % of control where 0% means no effect; nearly all actives have a fitted effect of over 50% in size
Nrf2 block = blocks Nrf2 signaling; A549 ARE-Fluc reporter, luciferase luminescence, 18-24 h; Potency, µM (titrated, usually from 46 µM), inactives show top-dose activity change, negative = inhibition, usual class: inhibitors; 2.1% of 360,000 active; AID 504444; also: % is scaled to controls: 0 for no effect and ±100 for the full control effect; nearly all actives have a fitted effect of over 60% in size
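In this cell-based qHTS, ARE-driven firefly luciferase in A549 cells reports Nrf2 activity; the luminescent signal after BugLite lysis is the measured value, with a prior CellTiter-Fluor read for cell health.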
TGFb SMAD3 inh = TGF-b pathway inhibition | HepG2 CAGA-GFP TGF-b/SMAD3 reporter, GFP fluorescence, 18 h; TGF-beta stimulated, 500 pg/mL final | Potency, µM (series often up to 46.1 µM), inactives show at the highest dose activity, negative = inhibition, most hits filed as inhibitors | AID 588855 | 1.2% of 410,000 active; also: % is scaled to controls: 0 for no effect and ±100 for the full control effect; nearly all actives have a fitted effect of over 65% in size
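Inhibition of TGF-beta-driven CAGA-GFP reporter expression in HEPG2 cells is measured by cellular GFP fluorescence after 18 h stimulation with 500 pg/mL recombinant TGF-beta in 1% FBS medium at 37 degrees C.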
ATXN2 expr inh = reduces ATXN2 reporter expression in HEK-293 cells | Potency, µM (highest dose often 57 µM), without a hit: top-dose activity change, negative = inhibition, usual class: inhibitors | HEK-293 ATXN2-luciferase reporter, luminescence, 24 h | 0.72% of 360,000 active; also: % is scaled to controls: 0 for no effect and ±100 for the full control effect; nearly all actives have a fitted effect of over 55% in size
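ATXN2-luciferase reporter cells (luciferase flanked by upstream and downstream ATXN2 gene portions) were treated 24 h at 37 °C with compounds at up to 57 uM. SteadyGlo luminescence gave expression; GF-AFC fluorescence gave viability.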
Nrf2 ARE act = Nrf2 pathway activation; Potency, µM (series often up to 46.1 µM), without a hit: top-dose activation, actives largely listed as activators; AREc32 ARE-luciferase reporter (MCF7-derived line), luminescence, 24 h; 0.31% of 410,000 active; also: % of control where 0% means no effect; nearly all actives have a fitted effect of over 65% in size
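ARE activation measured as luciferase luminescence (Steady-Glo, 30 min RT) in AREc32_Fluc cells after 24 hr compound exposure at 37 deg C, 5% CO2; cells seeded overnight at 1000/well in OPTI-MEM, 5% FBS.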
A549 viability = kills or reduces viability of A549 cells in Nrf2 counter-screen; A549 ARE-Fluc cells, CellTiter-Fluor viability, 18-24 h; Potency, µM (series often up to 46 µM), inactives show at the highest dose activity change, negative = cytotoxicity, usual class: inhibitors; 0.16% of 390,000 active; also: % is scaled to controls: 0 for no effect and ±100 for the full control effect
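Cytotoxicity counterscreen: CellTiter-Fluor fluorescence was measured in A549 ARE_Fluc cells after 18-24 h of compound exposure in a concentration series. The subsequent BugLite luminescent read reports ARE-luciferase activity.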
HepG2 tox = counter-screen for TGF-b inhibitors: cytotoxicity in HepG2 cells | HepG2 CAGA-GFP viability, ATP luminescence, 18 h | Potency, µM (highest dose often 46.1 µM), for the others: top-dose activity change, negative = cytotoxicity, hits mostly cytotoxic | 0.76% of 410,000 active; also: some results filed as inactive show a strong effect at the top dose
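HepG2 CAGA-GFP cells (1000/well, DMEM with 1% FBS) received compound, then TGF-beta at 500 pg/mL final, and were incubated 18 hours at 37 degrees C. Viability was read by CellTiter-Glo luminescence. Media-only wells were set as complete cell-killing and DMSO as no toxicity.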
S2 tox = reduces viability in counter-screen for ATXN expression inhibitors; S2 cells (HEK-293 line with an ATXN2-luciferase reporter) viability, CellTiter-Fluor protease fluorescence, 24 h; Potency, µM (top dose mostly 56.7 µM), hits mostly cytotoxic; 0.49% of 400,000 active; AID 651635; also: nearly all actives have a fitted effect of over 40% in size
Active calls of the source: *; i = inactive; ? = inconclusive; nt = not tested or not shown; [ ] = another dose, or the depositor's remark. Calls follow the shape of the dose curve; as a rule, active = well fitted curve in the direction sought with a large enough effect; inconclusive = small, poorly fitted or top-dose-only effect, or another doubt; inactive = no such curve, though single readings can be large; an effect the other way counts as inactive or inconclusive. Potency is read from the fitted curve at half-maximal effect. These rows are one share of the data, so the mix of outcomes need not match the whole.

SMILES	EPAC2 antag	MCF10A rereplic	Nrf2 block	TGFb SMAD3 inh	ATXN2 expr inh	Nrf2 ARE act	A549 viability	HepG2 tox	S2 tox
Cc1onc(-c2ccccc2)c1-c1n[nH]c(=S)n1-c1ccccc1	5.8%	0.2%	-1.7%	0.3%	0.3%	0.1%	0.9%	-1.5%	i
O=C(Cn1c(C(=O)N2CCc3ccccc3C2)cc2sccc21)c1ccccc1	12.7%	-2.0%	nt	-1.0%	-13.0%	-0.1%	4.1%	1.0%	i
COc1ccc2c(CC(=O)Nc3ccccc3N3CCOCC3)coc2c1	?	14.6%	?	2.9%	0.8%	-0.5%	3.4%	4.5%	i
Cc1cc(CNC(=O)c2cc(Br)ccc2Cl)nn1C	15.8%	5.1%	11.4%	-0.7%	2.6%	0.6%	14.3%	7.2%	i
O=C(O)c1ccc(CS(=O)(=O)c2ccc(Br)cc2)cc1	-9.7%	7.2%	-1.7%	-6.2%	-1.6%	-0.7%	-2.6%	-41.2%	i
CC(Sc1nnc2c(n1)C1(C)CCC2C1(C)C)C(=O)Nc1ccccc1 (configuration not stated)	-2.5%	19.4%	-26.4%	-5.0%	4.3%	0.4%	-5.0%	-37.4%	i
C/C(=N\OCc1ccc(C#N)cc1)c1ccccc1	0.7%	-6.7%	?	20.5%	64.3%[activator]	3.3%	11.0%	5.9%	i
COc1cc(-c2nc(C(F)(F)F)c(OC)o2)cc(OC)c1OC	-8.9%	?	12.2%	-10.8%	-0.6%	3.4%	8.2%	-11.4%	i
Cn1c(C(=O)N2CCCC(C(=O)NCCN3CCOCC3)C2)cc2sccc21 (configuration not stated)	3.6%	?	-8.7%	2.2%	4.4%	-0.9%	-5.0%	-0.4%	i
COc1ccc(-n2nc(C(=O)NCC(=O)N3CC(C)CC(C)C3)c3ccccc3c2=O)c(OC)c1 (configuration not stated)	-3.6%	1.2%	?	6.0%	-6.8%	0.6%	-4.4%	8.6%	?
Cc1ccc(-c2nc3ncccc3o2)cc1NC(=O)c1ccc2c(c1)OCO2	1.0%	0.9%	5.4%	-0.1%	6.9%	0.2%	-0.6%	7.7%	i
O=C(CCCOc1ccccc1)NNC(=O)c1ccc(Cl)cc1	4.9%	-2.7%	?	-1.1%	nt	0.3%	?	-2.6%	i

4 entries picked at random from those above:
SMILES	EPAC2 antag	MCF10A rereplic	Nrf2 block	TGFb SMAD3 inh	ATXN2 expr inh	Nrf2 ARE act	A549 viability	HepG2 tox	S2 tox
Cc1cc(CNC(=O)c2cc(Br)ccc2Cl)nn1C	15.8%	5.1%	11.4%	-0.7%	2.6%	0.6%	14.3%	7.2%	i
O=C(O)c1ccc(CS(=O)(=O)c2ccc(Br)cc2)cc1	-9.7%	7.2%	-1.7%	-6.2%	-1.6%	-0.7%	-2.6%	-41.2%	i
O=C(CCCOc1ccccc1)NNC(=O)c1ccc(Cl)cc1	4.9%	-2.7%	?	-1.1%	nt	0.3%	?	-2.6%	i
CC(Sc1nnc2c(n1)C1(C)CCC2C1(C)C)C(=O)Nc1ccccc1 (configuration not stated)	-2.5%	19.4%	-26.4%	-5.0%	4.3%	0.4%	-5.0%	-37.4%	i

Next compounds:
SMILES	EPAC2 antag	MCF10A rereplic	Nrf2 block	TGFb SMAD3 inh	ATXN2 expr inh	Nrf2 ARE act	A549 viability	HepG2 tox	S2 tox
Cc1cc([N+](=O)[O-])nn1CCCC(=O)Nc1sc2c(c1C(N)=O)CCC(C)C2 (configuration not stated)	17.7%	0.6%	4.3%	-3.5%	-6.8%	2.8%	2.5%	-0.5%	i
Cc1ccc(-c2cc(C(=O)N/N=C/c3ccco3)[nH]n2)cc1	1.2%	-4.9%	?	-3.9%	0.0%	-0.2%	-15.9%	-9.1%	i
Cc1ccc(NS(=O)(=O)c2cc3[nH]c(=O)c(=O)[nH]c3cc2C)c(C)c1	5.4%	6.7%	-0.5%	-19.6%	5.1%	-0.7%	0.3%	-9.1%	i
CCCCN(C)S(=O)(=O)c1cc2c(cc1Br)CCN2C(=O)C1CC1	-5.4%	?	?	-1.8%	?	7.4%	2.6%	1.4%	i
CCN(CC(=O)NCc1cccs1)C(=O)CCCOc1ccc(C(C)(C)C)cc1	-5.1%	15.6%	?	?	10.8%	5.0%	-7.2%	-30.1%	?
CCOC(=O)C(Cc1ccccc1)NC(=O)CNC(=O)CNC(=O)OCc1ccccc1 (configuration not stated)	3.6%	?	6.9%	?	-26.3%	-0.6%	0.8%	-40.1%	i
CCN1CCN(C(=O)Cn2ncc3c2-c2ccccc2OC3)CC1	11.9%	-3.0%	1.0%	?	3.7%	0.2%	5.1%	7.1%	i
O=C(O)Cc1ccc(NC(=O)COc2ccc3ccccc3c2)cc1	-12.8%	-4.2%	-5.0%	-25.2%	-10.4%	-0.8%	11.0%	-2.6%	i
CCC1(C)Cc2c(C#N)c(SC)nc(N3CCOCC3)c2CO1 (configuration not stated)	-23.9%	-2.0%	?	0.0%	-0.9%	-0.7%	-6.4%	-10.1%	i
Cc1cc(C(C)(C)C)oc1C(=O)NCCCNC(=O)c1oc(C(C)(C)C)cc1C	-2.1%	22.3%	-10.3%	11.2%	0.6%	-0.3%	-5.5%	-1.7%	i
Cc1cc(C)n2nc(SCC(=O)N(CCC#N)c3ccccc3F)nc2n1	-1.7%	-5.9%	5.1%	-3.6%	-3.4%	0.3%	-2.4%	-3.7%	?
COc1c(F)c(F)c(C(=O)Nc2ccc(N3CCN(C(C)=O)CC3)c(Cl)c2)c(F)c1F	-4.9%	8.9%	?	-0.9%	-26.6%	0.6%	12.6%	-21.7%	i
CCN1C(=O)C(=O)N(Cc2ccc(OC)c(F)c2)C1=O	-6.9%	9.5%	15.8%	-2.3%	1.0%	-0.5%	5.8%	-11.2%	i
O=C1C2C(c3ccccc3)C=CC(c3ccccc3)C2C(=O)N1CCCO (configuration not stated)	-9.7%	9.4%	-12.3%	-15.6%	-3.1%	2.8%	11.0%	-1.3%	i
Cn1c(=O)c2cc(NC(=O)Cc3cccnc3)ccc2n1-c1ccc2ccccc2c1	?	nt	nt	15.4%	0.0%	3.2%	nt	-20.3%	?
Cc1csc(Nc2cccc3ccccc23)n1	-26.9%	-6.0%	11.5%	-0.7%	nt	7.1%	1.9%	-6.7%	i
COCCCN1C(=O)C(CC(=O)NCCc2ccccn2)CC(C(=O)N2CCCCCC2)=C1C (configuration not stated)	1.2%	nt	nt	nt	-1.9%	0.0%	nt	nt	i
Cn1c(=O)c(=O)n(C)c2cc(S(=O)(=O)N3CCCC3C(=O)NCc3ccco3)ccc21 (configuration not stated)	2.1%	-2.3%	13.8%	29.6%	nt	-0.1%	0.5%	29.1%	i
C=C(C)c1cccc(C(C)(C)NC(=O)N2CCN(c3ncccn3)CC2)c1	10.6%	-11.9%	0.8%	?	-8.5%	0.2%	2.5%	4.3%	i
Cc1nn(CC(=O)Nc2ccc3c(c2)OCCO3)c(C)c1[N+](=O)[O-]	-3.9%	-1.0%	-0.6%	4.6%	3.9%	-0.8%	3.1%	-25.9%	i
CC(C)N(CCn1c(=S)[nH]c2ccccc2c1=O)C(C)C	4.5%	-2.5%	8.9%	22.4%	5.8%	-0.6%	-3.4%	3.7%	i
CSc1nc(N2CCOCC2)c2sccc2n1	-10.9%	?	-28.0%	5.8%	-2.6%	-0.7%	7.5%	-8.5%	?
O=C(COC(=O)c1ccc(S(=O)(=O)N2CCCCC2)cc1)NCc1ccco1	-3.0%	1.2%	4.7%	-1.3%	-24.0%	-0.3%	-0.4%	-13.6%	i
CN(C)CCC(=O)c1ccc(Cl)cc1	-3.1%	?	5.0%	-6.0%	2.7%	?	-5.3%	-13.6%	i
Cc1ccc2c(c1)/C(=N/N1C(=O)c3ccccc3C1=O)C(=O)N2	4.5%	-0.1%	8.1%	1.6%	-4.3%	-0.8%[9.22 µM]	-4.0%	0.4%	i
Cc1ccccc1-c1nnc(SCC(=O)N2CCCC2)o1	-1.9%	-3.9%	11.9%	-10.6%	7.0%	0.1%	-8.7%	-8.7%	i
Cc1c(-c2ccccc2)c(=O)oc2ccc(OC(=O)N3CCOCC3)cc12	nt	nt	nt	-14.0%	nt	0.1%	13.2%	3.7%	nt
CC(=O)Nc1ccc(N=Nc2ccccc2)cc1[N+](=O)[O-]	2.9%	0.2%	?	1.3%	25.3%	7.94µM*	0.1%	-38.6%	i
Cc1ccc(-c2nc3cccnc3s2)cc1NS(=O)(=O)c1ccc2c(c1)CCCC2	7.3%	?	-15.0%	5.0%	10.4%	-0.4%	14.9%	-14.0%	i
Cc1ccc(S(=O)(=O)Cc2nc(-c3ccc(C(=O)NCc4ccccc4F)cc3)oc2C)cc1	nt	nt	?	-12.0%	nt	nt	6.6%	-43.2%	nt
Cc1ccc(C)c(NC(=S)NCc2ccc3c(c2)OCO3)c1	-4.2%	2.6%	-16.7%	-4.9%	-4.0%	-0.1%	-3.4%	-20.7%	i
Cc1ccc(CNC(=O)C2CCC(CNS(=O)(=O)c3ccc(C)cc3)CC2)cc1 (configuration not stated)	nt	nt	nt	-10.7%	nt	0.8%	-0.2%	5.0%	nt
O=C(Cn1c(=O)cnc2ccccc21)Nc1cccc(S(=O)(=O)N2CCOCC2)c1	-4.3%	0.7%	1.3%	5.7%	10.5%	0.6%	-1.1%	2.5%	i
Cc1ccc(S(=O)(=O)Nc2cc(=O)[nH]c3c2CCC3)cc1	-27.8%	-3.1%	17.6%	-17.8%	19.7%	5.4%	10.0%	-19.4%	i
COc1ccc(O)c(C(=O)C2c3ccccc3C(=O)N2c2ccc(C)cc2)c1 (configuration not stated)	-26.0%	0.1%	?	-3.1%	50.9%[activator]	11.7%	0.8%	8.7%	i
Cc1cc(NC(=O)COc2ccccc2C)no1	9.4%	-3.8%	?	3.9%	47.5%[activator]	-0.6%	-0.3%	-2.1%	?
Cc1nnc(NC(=O)c2ccc(S(=O)(=O)N3CCCCCC3)cc2)o1	13.9%	5.8%	-23.3%	2.0%	-19.6%	0.1%	-2.5%	-37.2%	i
CCCCC1=CC2=C(c3ccco3)C(=O)C(C)(OC(=O)c3ccc(OC)cc3)C(=O)C2=CN1Cc1ccc2c(c1)OCO2 (configuration not stated)	6.9%	7.9%	-3.0%	-1.5%	-16.1%	0.3%	-5.2%	-21.6%	?
